Compound activity (PubChem)
CXXC DNA block – MLL CXXC-DNA interaction inhibition. Q03164. MLL-CXXC / FITC-HOXA9 DNA fluorescence polarization. Potency, µM (top dose mostly 115 µM), inactives show top-dose activity change, negative = inhibition, hits mostly inhibitors. 290,000 compounds, 0.037% hits. AID 2662; active = well fitted inhibition curve with a large enough effect in the polarisation, with a control signal flat, not every such curve was filed as active; inconclusive = small, poorly fitted or top-dose-only effect, or effect the other way, or a change in a side signal; inactive = no such curve, though single readings can be large or run the other way; the % refers to the polarisation; also: potency is read from the fitted curve at half-maximal effect
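Steps: dispense CXXC domain solution (7 uM) → pin compounds or unlabeled HOX-A9 DNA control → 5 min ambient → add FLSN-HOX-A9 solution (50 nM) → spin → 30 min ambient → fluorescence polarization. Tris pH 7.5/NaCl/DTT/BSA buffer.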
Menin MLL FP TR – inhibitors of human menin-MLL interaction, mutant MLL peptide. O00255. Menin + Texas Red MLL mutant peptide, fluorescence polarization. Potency, µM (series often up to 61.6 µM), for inactives: at the highest dose FP activity change, negative = inhibition, most hits filed as inhibitors. 270,000 compounds, 0.23% hits. AID 1768; active = well fitted inhibition curve with a large enough effect in the polarisation, with a control signal flat, not every such curve was filed as active; inconclusive = small, poorly fitted or top-dose-only effect, or effect the other way, or a change in a side signal; inactive = no such curve, though single readings can be large or run the other way; the % refers to the polarisation; also: potency is read from the fitted curve at half-maximal effect; % of control where 0% means no effect; many of its hits are not listed in these tables
TSG101-PTAP inh – blocks PTAP/TSG101 interaction to inhibit HIV-1 budding | Q99816 | Fluorescence polarization, FITC-PTAP peptide / Tsg101 binding | Potency, µM (titrated, usually from 115 µM), for the others: top-dose activity change, negative = inhibition, hits mostly inhibitors | 340,000 tested, under 10 active | AID 493005; active = well fitted inhibition curve with a large enough effect in the main read-out, with a control signal flat, not every such curve was filed as active; inconclusive = small, poorly fitted or top-dose-only effect, or effect the other way, or a change in a side signal; inactive = no such curve, though single readings can be large or run the other way; also: potency is read from the fitted curve at half-maximal effect; % of control where 0% means no effect
Target sequence (Q99816 whole entry, looked up): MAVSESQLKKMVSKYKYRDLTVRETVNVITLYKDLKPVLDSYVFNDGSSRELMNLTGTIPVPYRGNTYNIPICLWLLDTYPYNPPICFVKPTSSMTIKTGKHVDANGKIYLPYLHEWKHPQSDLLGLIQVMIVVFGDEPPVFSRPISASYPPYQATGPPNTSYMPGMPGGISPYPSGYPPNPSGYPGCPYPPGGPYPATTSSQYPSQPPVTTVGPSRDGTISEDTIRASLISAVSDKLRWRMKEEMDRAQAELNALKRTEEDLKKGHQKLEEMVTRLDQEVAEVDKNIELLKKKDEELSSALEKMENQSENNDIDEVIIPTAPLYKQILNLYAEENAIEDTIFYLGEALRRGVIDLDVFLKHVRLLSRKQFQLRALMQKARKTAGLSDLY
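Fluorescence polarization binding of Tsg101 binding domain (10 uM final) to FITC-labeled PTAP peptide (50 nM final) in HEPES pH 7.5 buffer with NaCl, Tween 20, EDTA, TCEP. Compounds added before peptide; binding 20 min at RT.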
TCR act – activates T cell receptor signaling. 330,000 tested, under 10 active. primary human leukocytes, anti-CD3, IL-2 HTRF, 48 h. Potency, µM (series often up to 9.22 µM), for inactives: at the highest dose activation of IL-2 secretion, usual class: activators. AID 504894; also: % of control where 0% means no effect
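Activity was scored as IL-2 release from primary human leukocytes given only a TCR signal (a-CD3 beads) plus compound for 48 hr. Detection used a two-antibody HTRF format read at 665nm.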
S-ASM inh – human S-ASM enzyme inhibition | placental ASM, HMU-PC fluorogenic substrate, 60 min | Potency, µM (series often up to 57.5 µM), for the others: top-dose activity change, negative = inhibition, hits mostly inhibitors | 340,000 compounds, 0.006% hits; also: potency is read from the fitted curve at half-maximal effect
Target sequence (P17405 47-631 limits assumed): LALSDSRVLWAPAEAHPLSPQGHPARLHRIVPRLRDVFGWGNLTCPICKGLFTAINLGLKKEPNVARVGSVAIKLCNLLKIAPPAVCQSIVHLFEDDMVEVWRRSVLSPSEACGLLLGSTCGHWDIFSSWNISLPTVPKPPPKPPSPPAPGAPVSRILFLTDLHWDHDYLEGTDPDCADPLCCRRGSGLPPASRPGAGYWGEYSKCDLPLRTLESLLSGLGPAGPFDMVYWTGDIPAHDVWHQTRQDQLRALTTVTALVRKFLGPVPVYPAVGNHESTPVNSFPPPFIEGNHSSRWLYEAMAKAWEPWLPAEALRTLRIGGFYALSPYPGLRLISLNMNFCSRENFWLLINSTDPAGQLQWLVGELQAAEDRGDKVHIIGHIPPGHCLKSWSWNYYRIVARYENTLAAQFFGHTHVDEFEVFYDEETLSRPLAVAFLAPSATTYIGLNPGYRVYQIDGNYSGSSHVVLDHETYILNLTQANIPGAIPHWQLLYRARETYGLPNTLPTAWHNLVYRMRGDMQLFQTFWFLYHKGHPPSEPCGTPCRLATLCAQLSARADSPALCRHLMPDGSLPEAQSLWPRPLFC
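Fluorogenic HMU-PC substrate (9 uM final) is turned over by placental ASM in 60 min at 37 C after a 10 min compound preincubation. Reaction ended by alkaline stop (pH 10), with fluorescence read at 386/447 nm.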
Mito fusion act – inhibitors of mitochondrial division or activators of mitochondrial fusion | S. cerevisiae fusion-defective mutant growth rescue, CellTiterGlo 48 h | Potency, µM (top dose mostly 46.1 µM), for inactives: at the highest dose growth rescue (activation), most hits filed as activators | 320,000 compounds, 0.23% hits;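 also: potency is read from the fitted curve at half-maximal effect; % of control where 0% means no effect; nearly all actives have a fitted effect of over 45% in size; temperature-sensitive fusion mutants such as fzo1-1 at 37 °C on non-fermentable ethanol glycerol medium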
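Growth-rescue viability read-out: after 48 h at the non-permissive 37C in glycerol/ethanol YPEG, yeast mitochondrial fusion mutants are measured by CellTiterGlo luminescence; compounds (23 nl pinned per well) restoring growth score as division inhibitors or fusion activators.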
AT treatment – potential ataxia-telangiectasia treatment; 320,000 compounds, 0.19% hits; […] A-T fibroblasts, KAP-1 phosphorylation AlphaLISA; neocarzinostatin DNA damage 30 min before lysis; Potency, µM (series often up to 57.5 µM), for the others: at the highest dose activation, hits mostly activators; also: potency is read from the fitted curve at half-maximal effect; % of control where 0% means no effect; nearly all actives have a fitted effect of over 45% in size
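hTERT-immortalized A-T patient fibroblasts ([…]), 500 cells/well in OPTI-MEM, 1% FBS, got compounds for 60 min, then NCS for 30 min at 37C. Lysates were then assayed for phospho-KAP-1 by AlphaLISA (anti-pKAP1 donor, anti-KAP1 acceptor beads), 6 hr at 25C.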
Integrin act MD – activates integrin-mediated alleviation for muscular dystrophy | alpha7betagal myoblasts, beta-gal FDG fluorescence, 48 h | AID 624291 | 350,000 compounds, 0.064% hits | Potency, µM (series often up to 38.3 µM), for inactives: top-dose activation, actives largely listed as activators;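 also: potency is read from the fitted curve at half-maximal effect; 100% = response of the positive control SU9516; nearly all actives have a fitted effect of over 60% in size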
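alpha7betagal+/- myoblasts (passage 13, 250/well) treated 48 h at 37C with compounds at 1:260 dilution of DMSO stock. Lysed, then beta-galactosidase activity read as FDG fluorescence (ex 480/em 540) after 30 min, with pre-read for autofluorescence.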
MBNL1-CUG inh – blocks human MBNL1 binding to CUG repeat RNA; Q9NR56; TR-FRET MBNL1-His/biotin-(CUG)12 binding, 665/545 ratio; Potency, µM (series often up to 57.5 µM), for inactives: at the highest dose activity change, negative = inhibition, usual class: inhibitors; 280,000 compounds, 0.036% hits; AID 2675; active = well fitted inhibition curve with a large enough effect in the signal ratio, with a control signal flat, not every such curve was filed as active; inconclusive = small, poorly fitted or top-dose-only effect, or effect the other way, or a change in a side signal; inactive = no such curve, though single readings can be large or run the other way; the % refers to the signal ratio; also: potency is read from the fitted curve at half-maximal effect; % is scaled to controls: 0 for no effect and ±100 for the full control effect
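TR-FRET readout: Ex 340 nm, 665/545 nm emission ratio, normalized to buffer-only (basal) and MBNL1-(CUG)12 controls. Complex of MBNL1-His with Biotin-(CUG)12, compounds 92 nM–58 uM, incubated 60 min at room temperature.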
TSHR antag – antagonists of human thyroid stimulating hormone receptor; AID 504810; activity change, negative = inhibition, % at 11.5 µM; P16473; 330,000 compounds, 0.2% hits; TSHR-expressing cells, TSH-stimulated cAMP HTRF, 2 h; active compounds read low;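 active = activity change below a set negative limit, meaning inhibition stronger than a set level, cut at about -70% in these data; inconclusive = activity change between two set negative limits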; also: % is scaled to controls: 0 for no effect and ±100 for the full control effect
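Antagonism was scored as loss of TSH-driven cAMP in TSHR cells, stimulated with 4nM TSH (EC80) for 2 hours at 37 deg C and detected by homogeneous HTRF competition immunoassay.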
An asterisk follows results filed as active; ? = inconclusive; . = not tested or not shown; [ ] = another dose, or the depositor's remark. Unless noted, calls follow the shape of the dose curve; as a rule, active = well fitted curve in the direction sought with a large enough effect; inconclusive = small, poorly fitted or top-dose-only effect, or another doubt; inactive = no such curve, though single readings can be large; an effect the other way counts as inactive or inconclusive. Not all compounds are listed (hit frequency here may not be typical).

SMILES | CXXC DNA block | Menin MLL FP TR | TSG101-PTAP inh | TCR act | S-ASM inh | Mito fusion act | AT treatment | Integrin act MD | MBNL1-CUG inh | TSHR antag
O=C(Nc1ccc(Cl)cc1-c1nc2ccccc2s1)c1ccco1 | -2.1% | -15.1% | -4.4% | . | 34.9%[activator] | 3.4% | 24.0% | 20.3% | 8.1% | 2.9
Cc1cc(C)n2nc(C(=O)N(C)c3c(N)n(Cc4ccccc4)c(=O)[nH]c3=O)nc2n1 | . | . | 0.7% | -0.8% | 5.5% | -5.6% | 5.6% | 7.4% | . | 3.6
CCOC(=O)CNC(=S)SC | -7.1% | . | -4.6% | 0.7% | -1.0% | -3.1% | -8.6% | -23.3% | -4.6% | -1.5
COc1cc(/C=N/N2CCN(c3ccccc3OC)CC2)ccc1O | 0.6% | -0.4% | -11.4% | -1.3% | 1.1% | -2.1% | -3.2% | -2.5% | 11.0% | -6.3
Cc1cc(=O)[nH]c(SCC(=O)N(CCC#N)c2ccccc2)c1C#N | 7.3% | -6.9% | 0.3% | -4.6% | -1.4% | -7.4% | 0.0% | 31.8% | 1.0% | -6.5
COc1cc(C(=O)NCc2ccc3c(c2)cc(C)n3C)cc(OC)c1OC | 0.1% | -7.7% | -8.1% | . | -7.3% | -3.8% | 2.3% | 9.8% | 1.2% | -13.3
CC1CC(=O)c2ccccc2C1C (stereo not drawn) | . | . | -6.5% | -7.6% | 6.5% | . | . | 9.2% | . | .
Cc1cccc(OCc2nnc(NC(=O)Cc3cccs3)s2)c1 | 0.0% | 8.1% | -7.5% | -2.7%[46.1 µM] | -0.1% | -5.6% | 10.2% | 3.6% | ? | -6.9
CCn1c(SCC#N)nc2ccccc2c1=O | -11.1% | . | -4.7% | 3.9% | 6.4% | 2.7% | -11.5% | 20.2% | -1.0% | 24.2
O=C(O)c1ccccc1C(=O)c1ccc(N2CCOCC2)c([N+](=O)[O-])c1 | 2.4% | 9.7% | -9.6% | 1.6% | 0.4% | -3.4% | -1.9% | -16.4% | ? | 3.4
CCOc1nc(OCC)c2cnn(C)c2n1 | -7.7% | ? | -5.4% | -4.4% | -2.8% | -9.2% | 7.8% | 9.9% | -6.0% | 35.6
CCCn1nc(NC(=O)C2CCCO2)c2cc3cc(C)ccc3nc21 (stereo not drawn) | -3.3% | -1.3% | -0.8% | -83.9% | . | 9.3% | 29.1% | -12.6% | ? | -10.7
O=C1N=C(N2CCCCC2)SC1=C1CCCC1 | 1.3% | -7.3% | 2.0% | 2.9% | -2.4% | -0.5% | -2.2% | 6.6%[7.66 µM] | -0.5% | 6.5
CCOC(=O)C1(Cc2ccccc2C(F)(F)F)CCN(C2CCCC2)CC1 | -9.1% | -11.0% | -2.5% | 1.2% | 1.6% | -2.8% | -8.5% | -13.5% | -8.4% | 28.5
O=C(CSc1ncnc2scc(-c3ccccc3)c12)NCc1ccc2c(c1)OCO2 | -2.9% | -4.4% | -0.7% | -7.4%[46.1 µM] | -1.9% | ? | -0.1% | 20.6% | . | -7.5
O=C1C(=O)N(c2ccccc2)C(c2ccccc2[N+](=O)[O-])/C1=C(\O)c1ccccc1 (stereo not drawn) | 8.6% | ? | -2.2% | 6.1% | -2.5% | 0.6% | 2.8% | -7.6% | ? | 5.6
O=c1oc2ccccc2cc1-c1nc(-c2cccs2)cs1 | -27.7% | ? | ? | 1.5% | 54.3%[activator] | 2.1% | -0.6% | -1.9% | 7.0% | -6.8
COc1ccc(S(=O)(=O)N2CCN(Cc3ccccc3[N+](=O)[O-])CC2)cc1 | . | . | -9.5% | 1.2% | 0.6% | . | . | ? | . | .
NC(=O)c1ccc(NC(=O)CCCc2nc(-c3ccccc3Cl)no2)cc1 | 1.9% | 0.3% | -2.2% | -0.4% | -3.2% | -2.3% | 4.3% | 31.4% | -1.5% | -8.3
O=S(=O)(Cc1ccc(Cl)cc1)NCC1CCCO1 (stereo not drawn) | 2.5% | -13.5% | -2.5% | 0.1% | 2.8% | 1.6% | -0.4% | 36.8% | ? | -5.1
O=C(Oc1cccccc1=O)c1ccccc1 | 211.7%[activator] | 9.9% | -1.4% | 4.1% | -1.9% | 7.7% | -3.5% | 0.0% | ? | 10.7
Cc1cc(C)c2c(c1)OC(=O)CC2c1ccc2c(c1)OCO2 (stereo not drawn) | . | . | -2.9% | 1.4%[46.1 µM] | 1.6% | . | -10.3% | -9.2% | . | -8.0
CCOC(=O)c1cnc(SC)nc1Sc1cc(Cl)ccc1Cl | 4.5% | 2.4% | -1.2% | 4.0% | -4.3% | 3.1% | 0.3% | 20.0% | -8.7% | -0.8
COc1ccc(C)cc1N=Nc1ccc(O)c2ncccc12 | 5.9% | ? | -1.9% | 4.9% | -11.7% | 7.9% | -5.6% | -45.0%[inhibitor] | 29.2% | -3.6
CC(=O)c1ccc(N2CCN(CC3CCCCC3)CC2)cc1 | 9.1% | -16.3% | -0.2% | -6.3% | 1.5% | 4.2% | 1.5% | -24.4% | -0.2% | -10.4

(list continues)
SMILES | CXXC DNA block | Menin MLL FP TR | TSG101-PTAP inh | TCR act | S-ASM inh | Mito fusion act | AT treatment | Integrin act MD | MBNL1-CUG inh | TSHR antag
CNC(=O)c1ncnnc1N(C)C(=O)NCc1ccccc1 | 51.9%[activator] | -16.5% | -3.4% | 4.5% | 2.5% | -0.3% | -6.9% | 21.0% | -2.5% | 0.6
CCN1CCN(C(=O)C2CCN(S(=O)(=O)c3ccc(Br)cc3)CC2)CC1 | 3.7% | . | -0.5% | -1.0% | 1.7% | 1.2% | 7.0% | 20.5% | -1.6% | -4.9
Cc1ccc(CNC(=O)COc2ccc(C(=O)c3ccc(F)cc3)cc2)cc1 | 7.6% | ? | -7.2% | 5.4%[46.1 µM] | 1.4% | -8.2% | -0.1% | -23.8% | -7.5% | 2.7
COCCN(C(=O)CSc1nc2nc(C)cc(C)n2n1)c1c(N)n(Cc2ccccc2)c(=O)[nH]c1=O | 8.0% | -0.4% | -0.9% | 6.2% | 1.2% | 1.8% | 1.2% | 17.0% | -4.2% | 5.1
COc1ccc(N2CCN(C(=O)CSc3nnc4n3C(C)(C)Cc3ccccc3-4)CC2)cc1 | -1.9% | ? | -5.6% | 3.9% | -0.1% | -1.3% | . | -3.0% | 0.4% | -10.6
Cc1cccc(OCCSc2nncn2C)c1 | 0.7% | -10.1% | -0.2% | -2.1% | -0.3% | 1.7% | -2.5% | 3.8% | -1.9% | 0.7
Cc1c(C)[n+](=O)c2c(n1[O-])CCC2 | 1.3% | 1.7% | -2.4% | -0.7% | 0.1% | -2.4% | 4.2% | 27.7% | 5.6% | 4.5
O=C1N[C@@H](c2ccccc2)COC(=O)[C@@H](Cc2ccc(F)cc2)CC/C=C/C[C@@H]1CC(=O)N(CCO)Cc1ccccc1 | . | . | -2.3% | -7.1% | -0.2% | . | 3.2% | -43.6% | . | -22.8
CCOC(=O)c1csc(N/N=C2\CCCc3ccccc32)n1 | 6.4% | -16.6% | -7.5% | 4.4% | 7.1% | 6.4% | ? | 2.1% | 12.8% | 17.5
CC(C)(C)NC(=O)N1CCN(S(=O)(=O)c2ccc3c(c2)CCC3)CC1 | . | . | 4.5% | 0.9% | -0.7% | 0.1% | 20.6% | 0.0% | . | 42.1
CCOc1ccccc1NC(=O)Cn1ncc2ccc([N+](=O)[O-])cc21 | -4.8% | 20.2% | 1.5% | 2.5% | -1.4% | -7.1% | 7.0% | -14.6% | ? | 2.3
CC(NC(=O)[C@H](NC(=O)[C@@H]1Cc2ccccc2CN1)c1ccccc1)c1ccccc1 (stereo partly drawn) | -3.5% | -12.7% | 3.6% | 0.4% | -1.7% | -0.8% | -9.7% | -1.8% | -3.0% | -3.4
c1ccc(CSc2nnc(SCc3ccccn3)s2)nc1 | -2.4% | -10.3% | -4.0% | 0.1% | 2.8% | 0.1% | 3.1% | -18.0% | 3.8% | 1.8
O=C1CC(C(=O)Nc2cccc3ccccc23)C2(CCCC2)O1 (stereo not drawn) | -3.8% | 26.0% | -5.6% | -1.2% | -1.6% | 1.1% | -1.2% | 3.5% | -3.6% | -5.2
CCCCC(=O)Nc1ccc(C(=O)NCCCn2ccnc2)cc1 | -3.3% | -28.1% | -0.6% | 0.2% | 1.9% | -1.6% | . | -11.5% | -9.6% | 19.4
